MITF primary – MITF inhibitors, primary screen, biochemical, AlphaScreen, human. AlphaScreen MITF homodimerization, bead proximity signal. inhibition, % at 2.6 µM. 650,000 compounds, 0.91% hits. AID 1259374, 2018; in the data active means inhibition above about 50%;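 further: 0% = vehicle wells with protein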
GPR151 activ – activators of human GPR151, primary screen, cell-based, PathHunter beta-arrestin, luminescence; G-protein coupled receptor 151 (Homo sapiens), Q8TDV0; PathHunter beta-arrestin GPR151 cells; activation, % at 11.2 µM; 650,000 compounds, 1% hits; in the data active means activation above about 4.9%;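 further: 0% = median of compound wells and 100% = cells with positive control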
Target sequence (Q8TDV0 whole entry, looked up): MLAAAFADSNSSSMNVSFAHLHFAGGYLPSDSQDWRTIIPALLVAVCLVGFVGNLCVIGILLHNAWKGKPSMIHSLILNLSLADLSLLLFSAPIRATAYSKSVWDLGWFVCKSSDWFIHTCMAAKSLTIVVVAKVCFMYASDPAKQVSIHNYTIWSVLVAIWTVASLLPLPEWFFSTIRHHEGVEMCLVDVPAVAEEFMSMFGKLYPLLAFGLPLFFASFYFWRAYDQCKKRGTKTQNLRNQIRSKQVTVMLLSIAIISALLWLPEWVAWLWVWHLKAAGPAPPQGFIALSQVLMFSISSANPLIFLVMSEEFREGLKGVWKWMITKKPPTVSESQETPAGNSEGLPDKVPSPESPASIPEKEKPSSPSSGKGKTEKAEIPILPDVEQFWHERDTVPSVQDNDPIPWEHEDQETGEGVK
FBW7 activator – FBW7 E3 ligase activators, primary screen, biochemical, AlphaScreen, human; normalized activity (activation), % at 26.1 µM; AlphaScreen FBW7–phospho-cyclin E peptide binding, activator screen; F-box/WD repeat-containing protein 7 (Homo sapiens), Q969H0; 650,000 compounds, 0.13% hits; in the data active means normalized activity above about 1.9%;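 further: purified mutant Fbw7 with reduced substrate affinity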
Target sequence (Q969H0 whole entry, looked up): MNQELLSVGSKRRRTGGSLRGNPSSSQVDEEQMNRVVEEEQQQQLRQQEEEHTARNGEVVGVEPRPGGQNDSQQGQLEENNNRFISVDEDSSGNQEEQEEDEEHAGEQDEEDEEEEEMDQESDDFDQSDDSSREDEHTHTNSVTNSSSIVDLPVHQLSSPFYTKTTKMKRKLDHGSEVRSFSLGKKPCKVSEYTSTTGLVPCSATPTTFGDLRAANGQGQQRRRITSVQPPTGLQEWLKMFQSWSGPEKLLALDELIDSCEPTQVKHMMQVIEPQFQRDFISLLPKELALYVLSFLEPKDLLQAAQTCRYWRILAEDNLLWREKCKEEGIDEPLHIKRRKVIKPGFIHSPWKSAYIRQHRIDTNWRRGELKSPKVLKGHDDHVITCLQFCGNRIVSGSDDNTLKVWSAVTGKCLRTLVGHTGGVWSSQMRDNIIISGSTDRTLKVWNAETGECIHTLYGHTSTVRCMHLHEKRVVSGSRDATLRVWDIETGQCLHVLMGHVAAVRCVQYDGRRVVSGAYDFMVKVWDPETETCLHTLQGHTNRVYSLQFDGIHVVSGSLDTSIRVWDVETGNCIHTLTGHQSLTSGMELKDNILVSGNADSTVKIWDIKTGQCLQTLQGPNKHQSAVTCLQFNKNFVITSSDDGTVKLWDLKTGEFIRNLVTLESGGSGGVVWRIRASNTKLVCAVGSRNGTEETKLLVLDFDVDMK
TEAD-YAP block – TEAD-YAP interaction inhibition, primary screen, TEAD-YAP interaction inhibitor project, luminescence, HEK-TIYL cells | TEAD-Gal4/YAP UAS-luciferase luminescence | inhibition, % at 9.12 µM | 640,000 compounds, 1.4% hits; in the data active means inhibition above about 32%;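 further: 0% = median of test compound wells and 100% = reference inhibitor wells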
An asterisk follows results filed as active. Hits appear at their usual frequency, and some 3.4% of all compounds hit somewhere here.

# | SMILES | MITF primary | GPR151 activ | FBW7 activator | TEAD-YAP block
1 | O=C(O)CN1C(=O)/C(=C\c2ccc(Cl)c([N+](=O)[O-])c2)SC1=S | 0 | -0.6 | -0.4 | 12
2 | Cc1cccc2[nH]c(CCNCc3c(C(=O)N4CCOCC4)nc4ccccn34)nc12 | -3 | -1.0 | 0.1 | 1
3 | C=CCNC(=O)c1ccccc1NC(=O)C1COc2ccccc2O1 (configuration not stated) | 8 | -0.5 | -0.1 | -11
4 | Cc1cc(C(F)(F)F)nn1CC(=O)NC(C)COc1ccccc1 (configuration not stated) | -2 | 0.4 | 0.0 | 7
5 | CCOC(=O)C1=C(C(=O)OCC)SC(=C2C(=S)C(C)(C)N(C(=O)CN3C(=O)CCC3=O)c3ccc(OC)cc32)S1 | 5 | 0.8 | -0.3 | -5
6 | Cc1sc2c(c1C(=O)O)Nc1cc(Br)ccc1S2 | 9 | 0.8 | -0.1 | -8
7 | O=C(Nc1cccc(-c2nc3cc(Cl)ccc3o2)c1)c1cc(Br)ccc1Cl | 7 | -1.3 | -0.3 | -19
8 | COc1cc(/C=N/NC(=O)CC2C(=O)NN=C2C)ccc1OCc1ccccc1 (configuration not stated) | 6 | 1.4 | 0.0 | -10
9 | COc1ccc(NC(=O)CSc2nn3c(=O)c(C)nnc3s2)cc1 | 9 | 1.0 | -1.9 | 15
10 | COCCn1nnnc1CN(Cc1cc2cc(OC)ccc2[nH]c1=O)C1CCCC1 | -6 | -0.5 | 0.1 | -5
11 | CCN(CC)CCn1c(=S)[nH]c2cc(C(=O)NCc3ccc(OC)cc3)ccc2c1=O | -3 | -0.7 | 0.0 | -11
12 | CCCC12CN3CC(C)(CN(C1)C31CCCCC1)C2=O | 8 | -0.4 | 0.4 | -18
13 | CCCn1c(Cc2ccccc2)nnc1SCC(=O)N1CCOCC1 | -6 | -0.9 | -0.1 | -8
14 | O=C(Nc1c[nH]c(=O)[nH]c1=O)c1ccc2c(c1)C(=O)N(c1ccc([N+](=O)[O-])cc1)C2=O | -1 | 0.3 | 0.0 | 5
15 | COc1ccc(C)cc1S(=O)(=O)N(CC(=O)N1CCOCC1)c1ccc(C)cc1 | 4 | -0.1 | 0.8 | 4
16 | CCCN1CCN(C(=O)c2cn(-c3ccc(F)cc3F)c(=O)c3ccccc23)CC1 | 4 | 2.7 | 0.1 | 0
17 | CS(=O)(=O)c1ccc(C(=O)OCc2cccc(C(F)(F)F)c2)cc1[N+](=O)[O-] | 10 | 2.8 | -0.1 | 52*
18 | Cc1c(C)n2c3c(=O)n(C)c(=O)n(C)c3nc2n1CCO | 7 | 1.6 | -0.1 | 16
19 | O=C1CN(c2ccc(Cl)cc2)C(=O)CN1/N=C/c1cccnc1 | 13 | 0.4 | 0.1 | 7
20 | COC(=O)c1c(NC(=O)c2ccccc2Cl)sc(C)c1C | 21 | 2.7 | 0.1 | 2
21 | CCCCOC(=O)c1ccc(N=Cc2c(O)[nH]c(=O)[nH]c2=O)cc1 | 2 | 2.1 | -0.2 | -6
22 | O=C(Cn1nnc(-c2ccccc2NC(=O)c2ccco2)n1)NC1CCCCC1 | -8 | -0.2 | -0.1 | -5
23 | O=C(CSC1CC(=O)N(c2cccc(Br)c2)C1=O)Nc1ccc2ccccc2c1 (configuration not stated) | 13 | -0.3 | 0.3 | 5
24 | CC(=O)NCC(=O)NCC1Cc2cc(-c3cnccn3)cc(Cl)c2O1 (configuration not stated) | -4 | 4.9* | 0.0 | -13
25 | Cc1nc2c(C(=O)NC3CCCCC3C)cnn2c(C)c1Cc1ccccc1Cl (configuration not stated) | 11 | 1.7 | 0.7 | 1
26 | O=C(NCC1(c2ccccc2)CCOCC1)c1ccc2c(c1)OCO2 | 5 | -1.2 | 1.1 | -18
27 | CCOC(=O)C1=C(O)/C(=C/c2ccc([N+](=O)[O-])cc2)SC1=Nc1cccc2ccccc12 | 5 | -0.3 | 0.0 | 0
28 | CS(=O)(=O)N1CCc2nc(-c3cccnc3)nc(N3CCCC3)c2C1 | -3 | 1.5 | -0.1 | -3
29 | COc1ccc(Cl)cc1NC(=O)c1sc2nc(C)n(C)c(=O)c2c1C | 3 | -1.9 | 0.0 | -4
30 | CC(=O)Nc1ccc(NC(NC(=O)c2cccs2)C(=O)c2ccccc2)cc1 (configuration not stated) | -3 | -0.1 | 0.2 | -10
31 | CCCCC(CC)CNCC(O)COCc1ccc(OC)cc1 (configuration not stated) | 37 | 2.3 | -0.1 | 4
32 | O=C1c2ccccc2C(=O)N1CCCCN(C(=O)c1ccccc1Cl)c1ccc(Cl)cc1 | 4 | 0.1 | 0.5 | 12
33 | Nn1c(SCc2cc(=O)oc3cc(O)c(O)cc23)nnc1-c1ccncc1 | 85* | 0.3 | -0.7 | -6
34 | COc1ccc(C2(C(=O)Nc3ccc([N+](=O)[O-])cc3)CCCC2)cc1OC | 0 | -1.0 | 0.0 | -2
35 | CCOC(=O)C1=C(O)/C(=C\c2cc(OC)ccc2OC)N=C1C | -3 | -0.3 | -0.1 | -6
36 | Cc1ccc(-n2c(=S)sc3c(=O)n(-c4ccc(F)cc4)c(SCC#N)nc32)cc1C | -9 | 0.2 | 0.2 | -7
37 | COc1ccc(NC(=O)c2cccc([N+](=O)[O-])c2C)cc1OC | 7 | 0.4 | 0.0 | -9
38 | O=C(CSc1nnc(Cc2ccccc2)o1)NC1CC2CCC1C2 (configuration not stated) | 16 | -0.3 | 0.0 | 2
39 | CCOC(=O)C(Cc1c[nH]c2ccccc12)NC(=O)CCCCCN1C(=O)c2ccccc2C1=O (configuration not stated) | 2 | 1.6 | 0.5 | 10
40 | Cc1cccc2sc(NS(=O)(=O)c3ccccc3)nc12 | 7 | 1.8 | 0.2 | -2
41 | Cc1nc(C23CC4CC(CC(C4)C2)C3)c(C)o1 | 1 | 0.2 | 0.0 | -1
42 | COc1ccccc1OCCNCCO | 7 | -0.8 | 0.0 | -2
43 | CC(C)=C(NC(=O)c1ccccc1)C(=O)NC(C(=O)O)C(C)C (configuration not stated) | 4 | 0.6 | -0.5 | 1
44 | O=C1CCCC2=C1C(NC(=O)C1CC1)(C(F)(F)F)C(=O)N2Cc1ccccc1 (configuration not stated) | 6 | -1.9 | 0.3 | 3
45 | COc1ccccc1OC(=O)c1sccc1C | 13 | -0.7 | 0.4 | 5
46 | CCn1c(-c2cc(Br)ccc2O)n[nH]c1=S | -2 | 0.3 | -0.1 | 2
47 | Cc1ccc(S(=O)(=O)NC(=O)N2CCCC2)cc1 | -5 | 2.0 | 0.0 | -2
48 | Cc1ccc(C2=NS(=O)(=O)N(C)C(C(=O)N3CCN(C(=O)C(C)(C)C)CC3)=C2)cc1 | 8 | 1.1 | 0.3 | 11
49 | COc1cccc(C(=O)Nc2cccc(OC(=O)c3ccc(Br)cc3)c2)c1 | 3 | -2.3 | -0.1 | 44*
50 | O=C(O)/C(=C\c1ccc(O)cc1)NC(=O)c1ccccc1I | 16 | -1.7 | 0.2 | 4

Next records:
# | SMILES | MITF primary | GPR151 activ | FBW7 activator | TEAD-YAP block
51 | COc1ccc(S(=O)(=O)NC(N)=NCCc2ccccc2OC)cc1 | -50 | 4.6 | 0.2 | 7
52 | c1ccc(OCCCc2nc(-c3ccncc3)no2)cc1 | 1 | 3.5 | 0.1 | 1
53 | CCc1nnc(SCC(=O)NC(C)(C)C)nc1CC | -5 | 0.0 | -0.1 | -7
54 | CCCC(=O)Nc1ccc2c(c1)nc1n2CCN(c2ccccc2)C1 | 12 | 0.6 | 0.2 | -12
55 | Cc1cccc(N(C(=O)Cn2nnnc2N)C2(C(=O)Nc3c(C)cccc3C)CCCCC2)c1 | 5 | 0.4 | 0.1 | 7
56 | CCCSCCCNC(=O)Cn1ncc2ccccc21 | 5 | -0.3 | 0.0 | -9
57 | COC(=O)c1ccccc1NC(=O)CSc1nnc(-c2cccnc2)n1-c1ccccc1 | 8 | -0.3 | -0.4 | -6
58 | S=c1[nH]nc(Cc2noc3ccccc23)n1-c1ccccc1 | 3 | -1.0 | 0.3 | -1
59 | CC(C)CN1C(=O)c2ccc(NC(=O)c3ccccc3F)cc2C1=O | -19 | 0.8 | 0.1 | -4
60 | CCOCCn1c(=O)c2c(nc3n(-c4cc(Cl)ccc4C)c(C)c(C)n23)n(C)c1=O | 1 | 0.6 | 0.0 | 1

Compounds 43 through 60 of the list above:
# | SMILES | MITF primary | GPR151 activ | FBW7 activator | TEAD-YAP block
43 | CC(C)=C(NC(=O)c1ccccc1)C(=O)NC(C(=O)O)C(C)C (configuration not stated) | 4 | 0.6 | -0.5 | 1
44 | O=C1CCCC2=C1C(NC(=O)C1CC1)(C(F)(F)F)C(=O)N2Cc1ccccc1 (configuration not stated) | 6 | -1.9 | 0.3 | 3
45 | COc1ccccc1OC(=O)c1sccc1C | 13 | -0.7 | 0.4 | 5
46 | CCn1c(-c2cc(Br)ccc2O)n[nH]c1=S | -2 | 0.3 | -0.1 | 2
47 | Cc1ccc(S(=O)(=O)NC(=O)N2CCCC2)cc1 | -5 | 2.0 | 0.0 | -2
48 | Cc1ccc(C2=NS(=O)(=O)N(C)C(C(=O)N3CCN(C(=O)C(C)(C)C)CC3)=C2)cc1 | 8 | 1.1 | 0.3 | 11
49 | COc1cccc(C(=O)Nc2cccc(OC(=O)c3ccc(Br)cc3)c2)c1 | 3 | -2.3 | -0.1 | 44*
50 | O=C(O)/C(=C\c1ccc(O)cc1)NC(=O)c1ccccc1I | 16 | -1.7 | 0.2 | 4
51 | COc1ccc(S(=O)(=O)NC(N)=NCCc2ccccc2OC)cc1 | -50 | 4.6 | 0.2 | 7
52 | c1ccc(OCCCc2nc(-c3ccncc3)no2)cc1 | 1 | 3.5 | 0.1 | 1
53 | CCc1nnc(SCC(=O)NC(C)(C)C)nc1CC | -5 | 0.0 | -0.1 | -7
54 | CCCC(=O)Nc1ccc2c(c1)nc1n2CCN(c2ccccc2)C1 | 12 | 0.6 | 0.2 | -12
55 | Cc1cccc(N(C(=O)Cn2nnnc2N)C2(C(=O)Nc3c(C)cccc3C)CCCCC2)c1 | 5 | 0.4 | 0.1 | 7
56 | CCCSCCCNC(=O)Cn1ncc2ccccc21 | 5 | -0.3 | 0.0 | -9
57 | COC(=O)c1ccccc1NC(=O)CSc1nnc(-c2cccnc2)n1-c1ccccc1 | 8 | -0.3 | -0.4 | -6
58 | S=c1[nH]nc(Cc2noc3ccccc23)n1-c1ccccc1 | 3 | -1.0 | 0.3 | -1
59 | CC(C)CN1C(=O)c2ccc(NC(=O)c3ccccc3F)cc2C1=O | -19 | 0.8 | 0.1 | -4
60 | CCOCCn1c(=O)c2c(nc3n(-c4cc(Cl)ccc4C)c(C)c(C)n23)n(C)c1=O | 1 | 0.6 | 0.0 | 1

Next results follow.
# | SMILES | MITF primary | GPR151 activ | FBW7 activator | TEAD-YAP block
61 | N#Cc1ccc(C#N)c(-c2ccccc2)c1 | -5 | 0.0 | -0.1 | 1
62 | CC1=C(C(=O)OCc2ccccc2)C(c2ccc(C)s2)n2ncnc2N1 (configuration not stated) | 3 | -1.1 | 0.1 | -1
63 | O=C(COc1ccccc1)Nc1ccc(N2CCC(NCc3ccccc3)CC2)cc1 | 10 | 1.1 | -0.4 | 34*
64 | S=C(Nc1cccc(Cl)c1)N1CCOCC1 | -8 | 0.2 | -0.2 | -5
65 | C=CCSc1nnc2c(n1)OC(c1cc3c(cc1Cl)OCO3)N(C(C)=O)c1ccccc1-2 (configuration not stated) | 16 | 0.3 | 0.3 | -1
66 | CN(CCc1ccccc1)C1CCCN(S(=O)(=O)CC(F)(F)F)C1 (configuration not stated) | -5 | -1.3 | -0.1 | -1
67 | Cc1cc(C)c(S(=O)(=O)N(CC#N)CC#N)c(C)c1 | -9 | -1.6 | -0.4 | -5
68 | COc1cc(Cl)cc(CN2CCN(CC(C)(C)C)C(CCO)C2)c1OC (configuration not stated) | -1 | -1.7 | -0.2 | 7
69 | CN(C)S(=O)(=O)c1ccc(Cl)c(C(=O)Nc2ccc(C(=O)O)cc2)c1 | -3 | 2.6 | 0.1 | 1
70 | COc1cccc(N=Cc2c(O)n(C)c(=S)[nH]c2=O)c1 | 17 | -0.2 | 0.5 | 8
71 | CCCCOC(=O)C1=C(C)N(C)C(=O)NC1c1ccc(Cl)cc1 (configuration not stated) | 1 | 0.1 | -0.1 | 11
72 | CCn1c(=NC(=O)C(C)C)sc2cccc(F)c21 | -32 | 0.6 | -0.1 | -5
73 | C=CCN(C(=O)Cn1c(C(=O)OC)cc2sccc21)c1ccccc1 | -1 | 0.7 | 0.8 | -12
74 | CCCN(CCC)S(=O)(=O)c1ccc(C(=O)Nc2ccc(OC)cc2[N+](=O)[O-])cc1 | -1 | -0.1 | -0.3 | 1
75 | CC(NC(=O)c1ccc(-c2ccccc2)cc1)C(=O)O (configuration not stated) | 8 | 0.4 | -0.1 | -3
76 | CCOC(=O)c1sc(N2C(=O)C(O)=C(C(=O)c3ccco3)C2c2ccco2)nc1C (configuration not stated) | 50 | -0.2 | 0.3 | -4
77 | COc1ccc(/C=C(/C#N)S(=O)(=O)c2ccccc2)cc1Br | 22 | -1.1 | 0.3 | 6
78 | NC(=O)N1c2ccccc2CCc2ccccc21 | -2 | -0.1 | 0.5 | 1
79 | CC(=O)NC(=O)c1cc2c(ccc3ccccc32)oc1=Nc1ccc(F)c(Cl)c1 | 13 | -0.7 | 0.0 | -7
80 | O=C(Nc1ccc(F)c(F)c1)c1ccccc1F | 0 | -2.2 | 0.1 | -35
81 | COCCOC(=O)c1c(C)oc2ccc(OCC(=O)OC)cc12 | -4 | -0.9 | 0.6 | -1
82 | CC1=CC(C)(C)N(C(=O)Nc2ccccc2)c2c(C)cc(C)cc21 | 1 | -1.3 | -0.1 | -30
